procasp3 activ – procaspase-3 (human) activation | P42574 | recombinant procaspase-3 D3A, Ac-DEVD-pNA absorbance 405 nm | activation, % at 8.5 µM | 330,000 compounds, 0.11% hits;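 active = activation above the mean of all tested compounds plus 3 SD, cut at about 21% in these data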;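 note: 0% = DMSO alone and 100% = DMSO wells spiked with extra 5 µM PC-3 D3A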
Target sequence (P42574 whole entry D9A/D28A/D175A): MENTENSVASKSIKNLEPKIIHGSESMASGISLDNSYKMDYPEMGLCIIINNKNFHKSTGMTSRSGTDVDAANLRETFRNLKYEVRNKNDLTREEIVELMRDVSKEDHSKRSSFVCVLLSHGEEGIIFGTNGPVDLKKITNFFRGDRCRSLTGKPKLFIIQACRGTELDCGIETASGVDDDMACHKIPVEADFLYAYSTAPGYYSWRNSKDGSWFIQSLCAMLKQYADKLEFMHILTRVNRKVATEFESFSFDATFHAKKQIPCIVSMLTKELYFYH
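Test system: Procaspase-3 D3A mutant, all three cleavage aspartates alanine | Dosing: Single dose, 8.5 µM nominal compound, 0.8% DMSO | Schedule: 1 h preincubation, 2 h reaction | Technique: 405 nm absorbance of p-nitroaniline, reads at 0 and 120 min | Repeats: One well per compound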
RPL19A TOR yeast – modulators of TOR pathway RPL19A-GFP in S. cerevisiae. S. cerevisiae RPL19A-GFP strain, flow cytometry, 3 h; stronger effect = lower value. percent response vs DMSO, % at 10 µM. 330,000 compounds, 0.3% hits. AID 2025;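 active = percent response vs DMSO below 50%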;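 note: median channel GFP fluorescence of the barcoded RPL19A-GFP strain; ratio of sample median GFP to plate DMSO average so 100% = DMSO; lower means less RPL19A-GFP as with rapamycin TOR inhibition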
LAP4 TOR yeast – modulators of TOR pathway LAP4-GFP in S. cerevisiae; S. cerevisiae LAP4-GFP multiplex, flow cytometry GFP, 3 h; median GFP as percent of DMSO wells; GFP response vs DMSO, % at 10 µM; 320,000 compounds, 0.34% hits; AID 2023;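 active = GFP response vs DMSO above a set limit, about the screen mean plus 3 SD, cut at about 150% in these data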
AHR act – activators of human aryl hydrocarbon receptor; P35869; 320,000 compounds, 2.5% hits; activation, % at 5 µM; AHR-responsive luciferase reporter cells, luminescence; AID 2796; in the data active = activation above about 47%;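 note: 0% = vehicle wells and 100% = reference agonist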
proCasp7 act – activates human procaspase-7, counter-screen for procaspase-3 activators | 330,000 compounds, 0.093% hits | activation, % at 8.5 µM | recombinant procaspase-7, Ac-DEVD-pNA absorbance 405 nm; D23A/D198A/D206A triple mutant, cannot self-cleave; scale: DMSO 0, 5 µM enzyme 100 | AID 463210 | P55210;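 active = percent activation above the screen-wide mean plus 3 SD, cut at about 25% in these data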
Target sequence (P55210 whole entry D23A/D198A/D206A): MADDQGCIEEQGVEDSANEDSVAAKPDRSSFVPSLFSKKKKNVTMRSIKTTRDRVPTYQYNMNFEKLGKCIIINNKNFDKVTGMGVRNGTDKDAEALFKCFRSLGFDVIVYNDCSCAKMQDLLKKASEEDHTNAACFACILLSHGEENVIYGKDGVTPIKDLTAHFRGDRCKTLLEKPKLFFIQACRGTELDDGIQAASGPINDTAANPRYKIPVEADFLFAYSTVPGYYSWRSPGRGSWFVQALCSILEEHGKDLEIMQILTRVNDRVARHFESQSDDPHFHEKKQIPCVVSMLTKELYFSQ
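buffer or medium = Zinc-free HEPES/NaCl buffer, pH 7.4 | material = Procaspase-7 triple mutant (PC-7 D3A) | input = 2 µM procaspase-7 mutant as dispensed | signal = Epi-absorbance of released pNA at 405 nm, two timepoints | timing = 1 h preincubation, 2 h reaction | replicates = singlicate compound testing | evaluation = % activation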
GASC-1 inh – blocks human GASC-1 demethylase activity | Q9H3R0 | GST-JMJD2C(1-420) H3K9me3 demethylation, DELFIA europium | inhibition, % at 2.35 µM | 330,000 compounds, 0.069% hits | AID 2099;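 active = more than half of a compound's replicate wells show inhibition beyond 50%, single wells judged on their own value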;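 note: signal counts dimethyl H3K9 product captured on neutravidin plate; 0% = median of DMSO wells and 100% = 0.3 times that DMSO median; strong numbers were not always called active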
Target sequence (Q9H3R0 1-420 limits assumed): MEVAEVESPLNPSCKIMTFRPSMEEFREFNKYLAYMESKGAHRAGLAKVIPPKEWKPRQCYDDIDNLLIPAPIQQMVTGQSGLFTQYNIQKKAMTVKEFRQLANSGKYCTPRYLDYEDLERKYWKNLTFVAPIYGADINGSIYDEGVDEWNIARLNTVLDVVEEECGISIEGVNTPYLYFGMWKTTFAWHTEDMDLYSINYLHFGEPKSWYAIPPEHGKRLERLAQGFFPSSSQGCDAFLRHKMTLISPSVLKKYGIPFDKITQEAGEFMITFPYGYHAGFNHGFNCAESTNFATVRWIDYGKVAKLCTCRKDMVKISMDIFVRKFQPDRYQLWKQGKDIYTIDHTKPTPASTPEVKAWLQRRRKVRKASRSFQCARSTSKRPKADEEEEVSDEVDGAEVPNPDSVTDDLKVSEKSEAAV
Yeast superoxide – yeast age-related superoxide inhibition as caloric restriction mimetic | AID 2690 | superoxide response (% of plate mean), % at 10 µM | S. cerevisiae aged cells, superoxide DHE fluorescence; stronger effect = lower value | 330,000 compounds, 0.18% hits;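 active = superoxide response under a set limit, about three screen SD below normal, cut at about 65% in these data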;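 note: yeast aged for seven days with compound at 30 °C before DHE staining; 100% = average MFI of all compound-treated wells on the plate with controls excluded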
MEP2 TOR yeast – modulators of TOR pathway MEP2-GFP in S. cerevisiae | AID 2016 | 330,000 compounds, 0.51% hits | GFP response vs DMSO, % at 10 µM | S. cerevisiae MEP2-GFP strain, flow cytometry GFP, 3 h; 100% = DMSO control level;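 active = GFP response versus DMSO above a set limit, roughly screen mean plus 3 SD, cut at about 180% in these data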;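 note: median GFP fluorescence of the barcode-gated MEP2-GFP cells per well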
* hit, by the source's call; x = not tested or not shown; & = joins results of further samples.

mol	procasp3 activ	RPL19A TOR yeast	LAP4 TOR yeast	AHR act	proCasp7 act	GASC-1 inh	Yeast superoxide	MEP2 TOR yeast
O=C(CSc1nnc(-c2ccccc2)o1)Oc1ccc(Br)cc1	2	99	111	-1	10	-4	106	108
O=C1C(Cl)=C(Nc2ccccc2O)C(=O)N1c1ccccc1	-16	98	115	55*	-30	-24	100	107
Cc1c(O)ccc(C(=O)CN2CCN(Cc3ccccc3)CC2)c1O	5	101	105	-1	4	16	110	99
NC(=O)CN1CCN(C2CC(=O)N(CCc3ccccc3)C2=O)CC1 (stereo not drawn)	-21	101	96	-1	-24	6	93	97
CC(=O)c1cccc(CN2CCC(CO)(Cc3ccccc3)CC2)c1	15	96	100	-1	-10	0	92	104
Cc1ccc(Cl)c(NC(=O)CN2CCNC(=O)C2)c1Cl	6	92	94	1	9	29	101	94
C=CCn1c(C(c2ccccc2)c2ccccc2)n[nH]c1=S	-12	93	113	0	-8	-1	91	107
COCCCNCC1C(Oc2ccc(Cl)cc2)C(=O)N1c1ccccc1C (stereo not drawn)	-7	97	102	1	-5	-14	101	101
O=C(NCCc1ccc(C(F)(F)F)cc1)C1CC(=O)N(Cc2ccccc2)C1 (stereo not drawn)	7	98	105	0	-6	11	81	111
CC(C)CCN1CC(C(=O)NCc2ccccc2)CC1=O (stereo not drawn)	-2	101	100	-2	6	10	90	99
O=C(c1ccc(Cl)cc1)c1cnc(Nc2ccccc2Cl)s1	3	96	85	-3	24	-6	100	95
O=C(C1=NN[C@@H]2C(=O)N(c3ccccc3C(F)(F)F)C(=O)[C@H]12)c1cnccn1	-1	103	96	4	-7	10	96	98
CCCn1c(SCC(=O)NC(C)c2ccccc2)n[nH]c1=O (stereo not drawn)	-1	100	102	2	-7	6	108	96
O=C(CSc1nc2nn(-c3ccccc3)c(=O)c-2c2n1CCCCC2)NCCc1ccccc1	6	100	89	3	7	-8	97	99
CC(=O)Nc1cccc(NC(=O)CCNC(=O)c2ccccc2)c1	x	92	78	x	x	-1	99	95
O=C(N=Nc1c(O)[nH]c2ccccc12)c1ccc2c(c1)OCO2	-3	103	94	95*	-1	-2	105	95
CCOC(=O)c1c(-c2ccc(C)o2)csc1NC(=S)NC(=O)c1ccccc1Br	-9	99	103	2	-8	-2	113	103
CC(c1ccco1)N(C(=O)COc1ccc(Cl)cc1)c1ccccn1 (stereo not drawn)	-9	92	95	5	-2	17	91	104
COc1ccc(Br)c(C(=O)Nc2ccc(F)cc2)c1	-5	100	111	33	3	-5	110	110
COc1cccc(CN(C)C(=O)CSC(C)C(=O)Nc2cc(C)on2)c1OC (stereo not drawn)	0	93	98	0	3	3	107	95

A stretch from the list above:
mol	procasp3 activ	RPL19A TOR yeast	LAP4 TOR yeast	AHR act	proCasp7 act	GASC-1 inh	Yeast superoxide	MEP2 TOR yeast
NC(=O)CN1CCN(C2CC(=O)N(CCc3ccccc3)C2=O)CC1 (stereo not drawn)	-21	101	96	-1	-24	6	93	97
CC(=O)c1cccc(CN2CCC(CO)(Cc3ccccc3)CC2)c1	15	96	100	-1	-10	0	92	104

Going on with the list:
mol	procasp3 activ	RPL19A TOR yeast	LAP4 TOR yeast	AHR act	proCasp7 act	GASC-1 inh	Yeast superoxide	MEP2 TOR yeast
Cn1c(SCC(=O)Nc2ccccc2)nnc1-c1ccc(NC(=O)CCc2ccccc2)cc1	-3	99	92	0	-3	-493	91	93
COc1ccc(N2C(=O)CC(N(Cc3ccc(S(N)(=O)=O)cc3)C(C)=O)C2=O)cc1 (stereo not drawn)	-5	x	100	4	-8	16	115	107
CN(CC(=O)Nc1ccccc1Br)C(=O)c1cccc([N+](=O)[O-])c1	6	99	111	-2	3	2	87	101
O=C(Nc1nnc(SCc2ccc(F)cc2)s1)c1ccco1	-3	99	104	2	-11	-6	109	111
Nc1cc(S(=O)(=O)Nc2cc(Cl)ccc2Cl)ccc1N1CCOCC1	-6	98	97	4	-19	6	78	97
COc1ccc([N+](=O)[O-])cc1NCC(=O)Nc1cc(S(=O)(=O)N2CCCCC2)ccc1C	4	88	86	0	7	5	108	93
CC1CCCC(C)N1C(=O)Cn1c(=O)sc2ccccc21 (stereo not drawn)	4	102	99	0	4	8	103	109
COc1ccc(NC(=O)c2cc(-c3ccco3)on2)c(OC)c1	2	100	95	1	4	2	98	104
COc1cc(/C=N/NC(=O)c2ccc(CSc3nncn3C)cc2)ccc1OCC(=O)N1CC(C)OC(C)C1 (stereo not drawn)	3	111	96	1	8	-3	114	103
CCN(CC)CCOCCOC(=O)C(CC)(CC)c1ccccc1	-10	100	100	-2	-1	1	94	98
CCCc1c(O)nc(SCCN(CC)CC)n(C(=O)c2ccccc2)c1=O	6	36*	116	0	15	-24	96	248*
CC(C)(CNC(=O)c1cc([N+](=O)[O-])ccc1N1CCC(Cc2ccccc2)CC1)N1CCOCC1	4	100	103	-2	2	-11	67	102
COc1cccc(OCCCOc2ccccc2C(C)C)c1	4	96	98	0	5	7	91	105
Cc1sc(NC(=O)COc2ccccc2)c(C#N)c1-c1ccccc1	-12	103	101	14	5	-3	99	103
CC(C)(C)n1nnnc1C(c1cccc(C(F)(F)F)c1)N1CCOCC1 (stereo not drawn)	6	101	94	2	4	0	87	106
O=C(CN1CCN(c2nc(-c3ccc(F)cc3)cs2)CC1)Nc1ccc2c(c1)OCO2	4	99	107	3	-3	-5	94	101
CCN1c2cccc3cccc(c23)S1(=O)=O	9	x	105	-2	9	1	95	105
COc1ccc(OC)c(NC(=O)CCNC(=O)c2ccco2)c1	-3	103	101	3	-6	-3	104	99
CCOc1ccccc1NC(=O)c1cc(S(=O)(=O)NCc2ccco2)ccc1F	-11	105	105	4	-7	0	135	101
O=C(CSc1nnnn1-c1ccccc1)Nc1ccc(N2CCOCC2)c(Cl)c1	-1	102	105	-1	-3	-2	114	104

2 entries drawn at random from the list so far, as already listed:
mol	procasp3 activ	RPL19A TOR yeast	LAP4 TOR yeast	AHR act	proCasp7 act	GASC-1 inh	Yeast superoxide	MEP2 TOR yeast
COc1ccc(OC)c(NC(=O)CCNC(=O)c2ccco2)c1	-3	103	101	3	-6	-3	104	99
CC(C)(CNC(=O)c1cc([N+](=O)[O-])ccc1N1CCC(Cc2ccccc2)CC1)N1CCOCC1	4	100	103	-2	2	-11	67	102

Further records
mol	procasp3 activ	RPL19A TOR yeast	LAP4 TOR yeast	AHR act	proCasp7 act	GASC-1 inh	Yeast superoxide	MEP2 TOR yeast
C=CCn1c2ccccc2c2nnc(SCCN3CCOCC3)nc21	5	102	91	15	3	-52	103	100
CC(=O)Nc1cccc(NC(=O)c2cccc(OCc3ccccc3)c2)c1	0	103	94	8	-10	-22	85	96
COc1ccc(-n2cnc3cc(NC(=O)c4ccco4)ccc32)cc1	-9	96	106	13	-9	24	71	110
COc1cc(/C=C/C(=O)N2CCCN(C(=O)/C=C/c3cc(OC)c(OC)c(OC)c3)CC2)cc(OC)c1OC	4	97	94	-1	-2	-3	78	103
COc1cc2c(cc1OC)C(c1cccs1)N(C(=O)C(C)C)CC2 (stereo not drawn)	-5	96	102	-1	-15	1	100	94
CCOc1ccc(N(C(=O)CNS(=O)(=O)c2ccccc2)C(CC)C(=O)NCc2ccco2)cc1 (stereo not drawn)	3	100	108	2	2	3	115	105
O=C(N/N=C/c1ccc(Br)o1)c1cc([N+](=O)[O-])cc([N+](=O)[O-])c1	1	87	81	6	9	x	104	95
CC1=NN(c2ccccc2)C(=O)/C1=C/c1c(O)n(-c2ccc(F)cc2)[nH]c1=O	-16	103	105	21	-6	1	88	100
O=C(NN1CCOCC1)c1ccc(F)cc1	-7	104	81	0	-11	-23	101	101
O=C(O)CSc1cc(NS(=O)(=O)c2ccc(Br)cc2)c2ccccc2c1O	-18	99	87	49*	-21	24	127	99
CCCn1nnnc1NCc1cccc(OC)c1OC	3	102	95	0	14	1	98	107
COc1cccc2sc(Nc3nc(C)c(C(C)=O)s3)nc12	-19	101	103	67*	-42	-1	94	104
Cc1cc(C)cc(NC(=O)COC(=O)c2n[nH]c3ccccc23)c1	8	94	99	16	-6	0	110	88
Cc1ccc(OCC(=O)N2CCCC(CCC(=O)N(C)CCc3ccccn3)C2)cc1 (stereo not drawn)	-1	104	91	5	5	5	91	102
Cc1nc(Nc2cccc(F)c2)c2oc3ccccc3c2n1	14	102	103	49*	-3	-41	92	106
CCN=C1SC(CC(=O)Nc2sc(C)c(C)c2C(=O)OC)C(=O)N1CC (stereo not drawn)	3	63	127	4	4	7	97	130
COc1ccc(CNC(=O)COC(=O)/C=C/c2cccc(Cl)c2)cc1	-4	104	90	-3	5	-6	115	99
CC(C)(O)CCC(C)(C)O	5	98	106	1	4	12	83	96
Cc1ccccc1C(=O)Nc1ccc(C(=O)N/N=C/c2ccc(O)c(Br)c2)cc1	-4	111	89	-2	-9	-6	81	109
Nc1nc(SCC(=O)NN(c2ccccc2)c2ccccc2)n[nH]1	5	101	77	0	4	-5	95	105

The results go on:
mol	procasp3 activ	RPL19A TOR yeast	LAP4 TOR yeast	AHR act	proCasp7 act	GASC-1 inh	Yeast superoxide	MEP2 TOR yeast
COc1ccc(Cl)cc1NC(=S)NCCO	5	94	100	-1	11	-2	98	97
CC(=O)c1cccc(NC(=O)C(C)N(C)CC(=O)Nc2ccc(Cl)cc2)c1 (stereo not drawn)	12	98	98	3	-7	-5	107	98
CCc1ccc(N(C2C=CS(=O)(=O)C2)S(=O)(=O)c2ccc(C)cc2)cc1 (stereo not drawn)	-7	102	100	6	1	-4	102	102
Cc1ccc(SCC(=O)OCC(=O)NCCC2=CCCCC2)cc1	14	89	89	0	2	2	108	92
O=C(CSc1ccc(-c2ccccn2)nn1)N1CCc2ccccc21	-3	98	120	3	-4	35	100	97
CCOC(CCNC(=O)c1cn(C)c(=O)c2c1c1ccccc1n2C)OCC	7	102	91	7	9	-16	107	101
COc1ccc(C(=O)Nn2c(C)nc3ccccc3c2=O)cc1	10	105	103	1	8	-1	97	116
COc1ccc(OC)c(Nc2nc(N)nc(CSc3nnc(-c4ccncc4)o3)n2)c1	4	108	94	2	-4	6	109	110
S=c1[nH]nc(Cc2ccc(Br)cc2)n1/N=C/c1ccc(Cl)cc1	-15	98	104	0	-18	10	81	106
O=C1CC(c2ccccc2)CN1C(=O)c1cccc([N+](=O)[O-])c1 (stereo not drawn)	7	99	100	5	12	-2	109	112
O=C(CCC1CCCC1)N1CCC(N2CCCCCC2)CC1	5	108	86	-2	1	17	118	101
C=CCN(Cc1nc(-c2ccccc2)no1)C(=O)c1ccc2c(c1)OCO2	15	98	98	2	10	3	87	95
CCc1cc(C(=O)N2CCN(c3ncc(C(F)(F)F)cc3Cl)CC2)sc1C	-3	92	103	0	-4	3	115	93
COCCn1cnnc1SCC(=O)Nc1ccccc1C(=O)Nc1ccc2c(c1)OCO2	6	99	104	18	-3	174&1	94	106
Cc1c(/C(O)=C2\C(=O)C(=O)N(CCN(C)C)C2c2ccco2)cnn1-c1ccccc1 (stereo not drawn)	-10	97	96	13	3	1	99	106
Cc1onc(-c2ccccc2)c1C(=O)N1CCN(C/C=C/c2ccccc2)CC1	2	102	99	2	3	0	97	102
COc1ccc(S(=O)(=O)N2CCC(C(=O)NC3CC(C)(C)NC(C)(C)C3)CC2)cc1	2	98	96	1	6	-1	85	92
CCC(C(=O)NCCCN(CC)Cc1ccccc1)n1nc(C)c2sc3ccccc3c2c1=O (stereo not drawn)	-9	95	91	6	6	7	86	95

Compound activity from PubChem.
